KCNH2 3.1 inh – qHTS for Inhibitors of KCHN2 3.1: Mutant qHTS | Potassium voltage-gated channel subfamily H member 2, brain isoform KCNH2 3.1 (human) | U2OS KCNH2 3.1, thallium flux FluxOr; active compounds read low | activity change, % (tested at about 1.8 µM) | hit rate 0.95% among 340,000 | AID 720553, 2013;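 active = maximum activity change below -70%; inconclusive = maximum activity change from -70% to -50%; inactive = maximum activity change above -50%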;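 note: thallium influx rate constant from kinetic fluorescence after stimulation buffer; % is set by controls: 0 for no effect and ±100 for the full control effect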
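Virally transduced U2OS (3.1 isoform, 4 h infection in dark at RT) → overnight 37 C → FluxOr + Red40 in HBSS/HEPES, 45 min → stimulation buffer, 2 min kinetic read → rate constant vs DMSO controls.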
TCR act – Activators of T cell receptors: qHTS campaign; primary human leukocytes, anti-CD3, IL-2 HTRF, 48 h; Potency, µM (top dose mostly 9.22 µM), for the others: at the top dose activation of IL-2 secretion, actives largely listed as activators; 330,000 tested, under 10 active; AID 504894, 2011; note: % of control where 0% means no effect
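Using a-CD3 beads without co-stimulation, primary human leukocytes were exposed to compounds for 48 hr. An HTRF IL-2 kit measured the cytokine, with europium-to-d2 energy transfer producing emission at 665nm upon 320nm excitation.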
Eya2 inh – qHTS Assay for Inhibitors of the Phosphatase Activity of Eya2; hit rate 0.006% among 330,000; recombinant Eya2, OMFP fluorescence dephosphorylation (OMFP is methylfluorescein phosphate); Potency, µM (titrated, usually from 76.9 µM), for the others: at the highest dose activity, negative = inhibition, actives largely listed as inhibitors; AID 488837, 2010; note: potency is the fitted concentration of half-maximal effect; % is set by controls: 0 for no effect and ±100 for the full control effect
Target sequence (O00167 whole entry, looked up): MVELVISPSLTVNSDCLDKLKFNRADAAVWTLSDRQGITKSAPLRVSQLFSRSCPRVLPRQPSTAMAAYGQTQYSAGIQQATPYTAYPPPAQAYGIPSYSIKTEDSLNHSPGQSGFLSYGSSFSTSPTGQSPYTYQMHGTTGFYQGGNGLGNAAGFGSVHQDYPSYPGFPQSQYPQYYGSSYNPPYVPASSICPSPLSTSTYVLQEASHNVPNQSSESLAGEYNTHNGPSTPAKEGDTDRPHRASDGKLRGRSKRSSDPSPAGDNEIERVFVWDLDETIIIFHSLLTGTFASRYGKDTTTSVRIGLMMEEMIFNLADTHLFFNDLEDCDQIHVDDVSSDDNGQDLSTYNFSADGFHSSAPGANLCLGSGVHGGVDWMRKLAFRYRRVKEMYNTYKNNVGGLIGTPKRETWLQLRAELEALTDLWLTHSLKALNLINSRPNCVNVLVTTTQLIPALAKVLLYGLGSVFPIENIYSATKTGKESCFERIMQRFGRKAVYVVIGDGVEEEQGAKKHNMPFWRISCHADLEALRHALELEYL
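Eya2 (0.2 uM) preincubated 10 min at ambient with compound, then OMFP substrate added at 50 uM; 10 min reaction in 50 mM HEPES pH 7.5, 50 mM NaCl, 5 uM MgCl2, 0.05% BSA, 1 mM DTT. Fluorescence read at Ex 485/Em 525 nm.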
hERG WT inh – qHTS for Inhibitors of KCHN2 3.1: Wildtype qHTS | Voltage-gated inwardly rectifying potassium channel KCNH2 (Homo sapiens), Q12809 | U2OS, BacMam KCNH2, thallium flux FluxOr; active compounds read low | activity change, % at 1.84 µM | hit rate 0.37% among 340,000;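 active = maximum activity change below -70%; inconclusive = maximum activity change between -70% and -50%; inactive = maximum activity change above -50%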; note: % is set by controls: 0 for no effect and ±100 for the full control effect
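U2OS cells transduced with wild-type KCNH2 virus are loaded with FluxOr dye for 45 min, and thallium flux is measured in kinetic reads before and after stimulation buffer. Rate constants are normalized to DMSO controls.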
USP2a inh – qHTS Assay for Inhibitors of Ubiquitin-specific Protease USP2a Using CHOP2 as the Reporter. Ubiquitin carboxyl-terminal hydrolase 2 (Homo sapiens), O75604. USP2 core, Ub-CHOP2 coupled fluorogenic reporter, 485/531. Potency, µM (top dose mostly 38.3 µM), inactives show top-dose activity change, negative = inhibition, hits mostly inhibitors. hit rate 0.01% among 330,000. AID 463254, 2010;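 note: potency is the fitted concentration of half-maximal effect; plate controls were DMSO wells for no effect and full inhibition by NEM control for full effect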
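USP2 core (10nM final) preincubated 30min RT with compound in 20mM Tris-HCl pH 8.0, 2mM CaCl2, 2mM beta-mercaptoethanol, 0.05% CHAPS; 25nM Ub-CHOP2 plus 25nM reporter substrate added, fluorescence (Ex485/Em531) read after 60min.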
A-T KAP1 phos – qHTS Assay for Identifying a Potential Treatment of Ataxia-Telangiectasia; […] A-T fibroblasts, KAP-1 phosphorylation AlphaLISA; neocarzinostatin DNA damage 30 min before lysis; Potency, µM (titrated, usually from 57.5 µM), without a hit: top-dose activation, hits mostly activators; hit rate 0.19% among 320,000; AID 485349, 2010; note: potency is the fitted concentration of half-maximal effect; % of control where 0% means no effect; nearly all actives have a fitted effect of over 45% in size
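ATM-like activity read as KAP-1 phosphorylation via AlphaLISA donor/acceptor antibody pairs after lysis and 6 hr at 25C. Cells were ATM-null patient fibroblasts ([…], hTERT), dosed 60 min, then exposed to the DSB inducer NCS for 30 min.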
TSHR antag – Antagonists of the Thyroid Stimulating Hormone Receptor: HTS campaign. hit rate 0.2% among 330,000. TSHR-expressing cells, TSH-stimulated cAMP HTRF, 2 h; active compounds read low. activity change, negative = inhibition, % at 11.5 µM. AID 504810, 2011;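 active = activity change below a set negative limit, meaning inhibition stronger than a set level, cut at about -70% in these data; inconclusive = activity change between two set negative limits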; note: % is set by controls: 0 for no effect and ±100 for the full control effect
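TSHR-expressing cells were treated with compounds, then stimulated with TSH at EC80 (4nM final) for 2 hours at 37 deg C. Cellular cAMP was measured by HTRF competition between lysate cAMP and cAMP-d2 for a cryptate-labelled anti-cAMP antibody.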
ELG1 repair inh – qHTS screen for small molecules that inhibit ELG1-dependent DNA repair in human embryonic kidney (HEK293T) cells expressing luciferase-tagged ELG1. HEK293T ELG1-luciferase reporter, luminescence, 16 h; DNA damage induced by 5-fluorouridine. Potency, µM (top dose mostly 46.1 µM), for inactives: at the highest dose activity change, negative = inhibition, usual class: inhibitors. hit rate 2.3% among 330,000. AID 504467, 2011; note: potency is the fitted concentration of half-maximal effect; % is set by controls: 0 for no effect and ±100 for the full control effect; nearly all actives have a fitted effect of over 55% in size
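5-Fluorouridine DNA damage + compound/DMSO, 2,000 cells/well, 16 h, 37 °C/5% CO2. ONE-Glo, 30 min RT, luminescence. Readout = decrease in reporter signal.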
TRPV1 agonist – HTS Assay for Compounds that Act as Agonists of the Vanilloid Receptor 1; hit rate 0.19% among 320,000; activation, % at 8.33 µM; Transient receptor potential cation channel subfamily V member 1 (Homo sapiens), Q8NER1; TRPV1-expressing cells, Fluo-8 calcium influx, agonist mode; in the data active = activation above about 80%; inconclusive = between about 30% and that limit; note: 0% is about no effect
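Fluo-8 calcium influx in TRPV1-expressing cells, kinetic read (ex 480/em 520 nm). Compound added and read 3 min for agonist activity, followed by capsaicin at EC20 final and 2 min further read for enhancement.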
Mito fusion act – qHTS Assay for Small Molecule Inhibitors of Mitochondrial Division or Activators of Mitochondrial Fusion | S. cerevisiae fusion-defective mutant growth rescue, CellTiterGlo 48 h | Potency, µM (highest dose often 46.1 µM), for the others: at the highest dose growth rescue (activation), most hits filed as activators | hit rate 0.23% among 320,000 | AID 485298, 2010;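 note: potency is the fitted concentration of half-maximal effect; % of control where 0% means no effect; nearly all actives have a fitted effect of over 45% in size; temperature-sensitive fusion mutants such as fzo1-1 at 37 °C on non-fermentable ethanol glycerol medium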
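Compounds are tested for their ability to restore growth of mitochondrial fusion-defective yeast strains at non-permissive 37C in YPEG medium over 48 hours. Viability is quantified by luciferase luminescence.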
Starred values were filed as active, the others as inactive; i = inactive; ? = inconclusive; . = not tested or not shown; [ ] = dose if it differs, or a comment. Unless noted, calls come from the whole dose curve; as a rule, active = well fitted curve in the direction sought with a large enough effect; inconclusive = small, poorly fitted or top-dose-only effect, or another doubt; inactive = no such curve, though single readings can be large; an effect the other way counts as inactive or inconclusive. Only part of the results is shown (hit frequency here may not be typical).

SMILES,ELG1 repair inh,TCR act,Mito fusion act,KCNH2 3.1 inh,TSHR antag,USP2a inh,Eya2 inh,hERG WT inh,A-T KAP1 phos,TRPV1 agonist
Cc1cccc(CN2CCC(CNC(=O)Nc3ccc(F)c(Cl)c3)CC2)c1,-10%,4%,-19%,?,-1,0%,-1%,13,-2%,13
COc1cccc(C(=O)CC(C(=O)O)c2ccc(Cl)cc2)c1 (centres undefined),-5%,2%,17%,12,5,-2%,4%,1,-5%,2
O=C(COc1ccc(F)cc1)Nc1nc2c(s1)CCCC2,?,-3%,2%,20,-6,-1%,3%,2,2%,?
CCOc1cccc2sc(N(CCCN(C)C)C(=O)c3ccc(C(=O)c4ccccc4)cc3)nc12,3%,7%,-18%,-47,-8,-1%,-7%,?,0%,2
COc1ccc(CNS(=O)(=O)c2ccc(C3CNC(=O)C3)cc2)cc1 (centres undefined),-3%,-4%,-1%,16,7,2%,-4%,-5,-5%,-2
Cc1ccc2oc(=O)c3cnn(CC(=O)N(CCCN4CCOCC4)Cc4ccco4)c3c2c1,0%,-1%[46.1 µM],2%,15,8,1%,0%,1,4%,2
O=C(CS(=O)(=O)c1ccccc1)N1CCN(c2ccccc2)CC1,?,-2%,6%,12,-1,1%,10%,4,3%,2
O=C(CC(Cc1ccccc1)C(=O)O)Nc1ccccc1 (centres undefined),6%,-3%,-4%,-49,4,0%,1%,-1,13%,1
O=C(NCC(O)c1ccccc1)c1ccccc1 (centres undefined),?,12%,4%,5,-2,-4%,1%,-5,1%,.
CC(C)(CNC(=O)c1ccc(NS(=O)(=O)c2ccc(Br)cc2)cc1)N1CCOCC1,3%,3%,2%,-6,3,1%,13%,16,-6%,5
O=c1c2ccccc2ccc2ccccc12,22%,6%,-6%,3,12,0%,-6%,2,3%,0
Cn1c(Cc2ccccc2)nnc1SCC(=O)c1cccs1,0%,5%,-3%,2,-1,0%,3%,6,.,1
O=C(Nc1nc2ccccc2s1)c1cccc(S(=O)(=O)N2CCc3ccccc32)c1,-22%,2%,10%,-23,-21,12%,-7%,4,14%,-1
COc1ccc(/C=N/NC(=O)c2ccc(NC(=O)C3CCCCC3)cc2)cc1O,10%,2%,11%,17,7,-1%,-1%,3,4%,?
CCOC(=O)c1cnn(-c2nc(-c3ccc(C)cc3)cs2)c1C(F)(F)F,0%,-4%,-11%,-34,-1,3%,-12%,-1,16%,4
COc1cc2c(cc1OC)C(SC)=NC1(CCCC1)C2,19%,-9%,-7%,3,-7,0%,-11%,i,-4%,0
CN(C)/C=C/C(=O)c1ccc(Cl)s1,?,0%,-2%,21,3,0%,7%,2,1%,-3
Cc1ccc(C2C(C#N)=C(N)Oc3cc(N)ccc32)cc1 (centres undefined),-16%,5%,3%,14,-2,-1%,-21%,14,3%,-5
O=C(c1ccc(Cl)c([N+](=O)[O-])c1)N1CCN(Cc2ccc3c(c2)OCO3)CC1,?,-2%,-1%,5,9,-1%,-30%,5,-7%,13
CCOc1ccc2[nH]c(=O)c(CN(CCc3ccccc3)C(=O)N3CCCC3)cc2c1,18%,-9%,0%,5,-31,1%,16%,-3,-7%,6
CCN1CCN(C(c2ccc(OC)c(OC)c2)c2nnnn2C(C)(C)C)CC1 (centres undefined),6%,2%,0%,1,13,2%,-10%,-3,5%,0
CCOc1ccc(CCNC(=O)COC(=O)/C=C/c2ccc(OC(F)F)c(OC)c2)cc1OCC,9%,12%,0%,-3,-3,-1%,-12%,-9,1%,1
O=c1c2ccccc2nc(/C=C/c2cccc(Br)c2)n1CCCO,15µM*,-10%,11µM*,-5,-2,0%,-3%,-1,0%,?
C[C@@H]1CN([C@H](C)CO)C(=O)c2cc(NS(=O)(=O)c3ccc(F)cc3)ccc2O[C@@H]1CN(C)Cc1ccc(Cl)c(Cl)c1,?,-2%,.,-14,16,-27%,-7%,-4,8%,.
O=C(c1cccn2c(=O)c3cc(Br)ccc3nc12)N1CCN(c2ccccn2)CC1,-7%,-3%,1%,-9,14,-5%,2%,17,4%,2
O=S(=O)(Nc1ccc(N2CCOCC2)cc1)c1cccs1,?,-7%,0%,7,6,0%,21%,-6,4%,0
O=C(CN1C(=O)COc2ccc(S(=O)(=O)N3CCCC3)cc21)NC1CC1,4%,0%,-4%,0,16,-1%,-2%,-83*,-5%,1
O=[N+]([O-])c1cc2c(cc1/C=N/n1cnnc1)OCO2,-9%,3%,-8%,-5,-8,0%,-5%,-4,-2%,4
CC(C)(C)C(=O)Nc1ccc(C(=O)COC(=O)c2ccccn2)cc1,9%,-2%,.,-4,3,-4%,?,-12,2%,.
CCc1ccccc1NC(=S)/N=C(\N)Nc1nc(C)c2cc(C)ccc2n1,21µM*,-1%[46.1 µM],3%,-11,37,-7%,-2%,14,-1%,0

An excerpt taken from the entries so far, for reference:
SMILES,ELG1 repair inh,TCR act,Mito fusion act,KCNH2 3.1 inh,TSHR antag,USP2a inh,Eya2 inh,hERG WT inh,A-T KAP1 phos,TRPV1 agonist
COc1cc2c(cc1OC)C(SC)=NC1(CCCC1)C2,19%,-9%,-7%,3,-7,0%,-11%,i,-4%,0
CN(C)/C=C/C(=O)c1ccc(Cl)s1,?,0%,-2%,21,3,0%,7%,2,1%,-3

2 of the compounds above, with each value named.
CN(C)/C=C/C(=O)c1ccc(Cl)s1
- ELG1 repair inh = ?
- TCR act = 0%
- Mito fusion act = -2%
- KCNH2 3.1 inh = 21
- TSHR antag = 3
- USP2a inh = 0%
- Eya2 inh = 7%
- hERG WT inh = 2
- A-T KAP1 phos = 1%
- TRPV1 agonist = -3

O=C(c1cccn2c(=O)c3cc(Br)ccc3nc12)N1CCN(c2ccccn2)CC1
- ELG1 repair inh = -7%
- TCR act = -3%
- Mito fusion act = 1%
- KCNH2 3.1 inh = -9
- TSHR antag = 14
- USP2a inh = -5%
- Eya2 inh = 2%
- hERG WT inh = 17
- A-T KAP1 phos = 4%
- TRPV1 agonist = 2

(cont.)
SMILES,ELG1 repair inh,TCR act,Mito fusion act,KCNH2 3.1 inh,TSHR antag,USP2a inh,Eya2 inh,hERG WT inh,A-T KAP1 phos,TRPV1 agonist
CCOc1ccc(NC(=S)N2CCN(c3ccc(N4CCOCC4)nn3)CC2)cc1,?,4%,26%,-6,-4,0%,2%,-4,-6%,-3
CCC1CCCCN1C(=O)c1cc2cc(Br)ccc2oc1=O (centres undefined),-9%,2%,1%,-3,-1,2%,-9%,-1,11%,.
O=C(Nc1ccc2nn(-c3ccccc3)nc2c1)c1cccs1,?,10%,-2%,1,-11,1%,-8%,-5,.,?
CC(=O)Nc1ccc(C(=O)NCC2CCCCC2)cc1,?,4%,-15%,15,2,2%,-5%,-5,7%,-1
O=S(=O)(NC1CC(NS(=O)(=O)OCC(Cl)(Cl)Cl)C2CCCCC12)OCC(Cl)(Cl)Cl (centres undefined),?,16%,-6%,-10,1,3%,-1%,-15,11%,4
Cc1cc(=O)oc2cc(OCC(=O)OCC(=O)NC(C)C)ccc12,-6%,-48%,0%,-1,-5,8%,11%,-18,-8%,-1
COc1ccccc1/C=C/C(=O)NCC(=O)N/N=C/c1ccccc1[N+](=O)[O-],-25%,5%,-3%,-6,-10,1%,5%,11,-3%,-6
Cc1ccc(C(=O)NC(=S)NCc2ccccc2)cc1,4%,-1%,-18%,-4,-1,3%,1%,-36,2%,?
COc1ccc(C(=O)N2CCn3c(C)ccc3C2C)cc1 (centres undefined),-1%,-1%,0%,3,6,2%,15%,8,3%,-4

From PubChem
